# Screens: PubChem, National Center for Advancing Translational Sciences (NCATS)
# N370S GC: qHTS Assay for Inhibitors and Activators of N370S glucocerebrosidase as a Potential Chaperone Treatment of Gaucher Disease | Lysosomal acid glucosylceramidase (Homo sapiens), P04062 | N370S GC spleen homogenate, 4MU-glucoside fluorescence | Potency, µM (titrated, usually from 59.4 µM), for the others: at the top dose activity change, negative = inhibition, hits mostly inhibitors | 330,000 tested, 0.092% active;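 note: 0% = full enzyme activity and -100% = no enzyme basal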
# FEN1 inhibitor: qHTS Assay for the Inhibitors of Human Flap endonuclease 1 (FEN1); P39748; Recombinant FEN1 flap cleavage, fluorescence, 15 min; Potency, µM (series often up to 114 µM), inactives show top-dose activity change, negative = inhibition, usual class: inhibitors; 390,000 tested, 0.35% active; AID 588795, 2011; note: nearly all actives have a fitted effect of over 65% in size
# Target sequence (P39748 whole entry, looked up): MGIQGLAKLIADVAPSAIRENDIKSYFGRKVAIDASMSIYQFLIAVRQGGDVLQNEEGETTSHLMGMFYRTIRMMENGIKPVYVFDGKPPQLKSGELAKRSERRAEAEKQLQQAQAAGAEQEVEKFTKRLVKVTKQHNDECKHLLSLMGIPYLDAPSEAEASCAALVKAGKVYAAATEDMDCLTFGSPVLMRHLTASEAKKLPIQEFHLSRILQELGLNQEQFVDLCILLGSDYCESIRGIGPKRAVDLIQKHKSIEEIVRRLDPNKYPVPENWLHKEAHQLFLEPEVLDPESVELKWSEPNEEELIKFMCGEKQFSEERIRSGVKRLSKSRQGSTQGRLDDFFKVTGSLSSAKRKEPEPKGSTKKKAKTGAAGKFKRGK
#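 In this screen, 50 nM flap DNA substrate was added to 10 nM FEN1 pretreated with compound for 15 min at room temperature; cleavage was followed with reads at 0 and 15 min, and Hill fitting gave concentration–response parameters.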
# TDP1 block: qHTS Assay for Inhibitors of Tyrosyl-DNA Phosphodiesterase (TDP1) | Tyrosyl-DNA phosphodiesterase 1 (Homo sapiens), Q9NUW8 | recombinant TDP1, AlphaScreen DNA substrate cleavage | Potency, µM (titrated, usually from 130 µM), without a hit: top-dose activity change, negative = inhibition, actives largely listed as inhibitors | 350,000 tested, 0.28% active; note: nearly all actives have a fitted effect of over 40% in size
# Target sequence (Q9NUW8 whole entry, looked up): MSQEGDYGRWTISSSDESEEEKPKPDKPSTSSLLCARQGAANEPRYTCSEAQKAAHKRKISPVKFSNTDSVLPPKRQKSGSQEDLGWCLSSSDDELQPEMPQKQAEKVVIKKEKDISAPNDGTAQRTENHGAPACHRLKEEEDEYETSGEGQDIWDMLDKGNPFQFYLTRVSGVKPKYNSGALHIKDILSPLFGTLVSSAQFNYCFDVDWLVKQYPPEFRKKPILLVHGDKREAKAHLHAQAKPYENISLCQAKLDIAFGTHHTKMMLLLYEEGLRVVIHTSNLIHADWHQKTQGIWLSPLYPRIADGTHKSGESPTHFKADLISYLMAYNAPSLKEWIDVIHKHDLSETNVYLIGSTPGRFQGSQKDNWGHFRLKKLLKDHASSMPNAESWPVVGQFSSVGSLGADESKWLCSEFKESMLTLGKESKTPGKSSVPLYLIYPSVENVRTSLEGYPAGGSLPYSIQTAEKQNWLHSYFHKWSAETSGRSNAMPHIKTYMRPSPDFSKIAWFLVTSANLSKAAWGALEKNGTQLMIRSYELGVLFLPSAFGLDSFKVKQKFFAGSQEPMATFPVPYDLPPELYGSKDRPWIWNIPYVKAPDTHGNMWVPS
#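 Compounds were preincubated with Tdp1 (1 nM final) for 15 min at room temperature before substrate (15 nM final) started a 5 min reaction; beads (10 ug/ml final) were then added for 10 min before AlphaScreen detection.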
# The depositor's hits bear a star; ? = inconclusive; nt = no result given; & = joins results of further samples; [ ] = dose if it differs, or a comment. Calls come from the whole dose curve; as a rule, active = well fitted curve in the direction sought with a large enough effect; inconclusive = small, poorly fitted or top-dose-only effect, or another doubt; inactive = no such curve, though single readings can be large; an effect the other way counts as inactive or inconclusive. Unless noted, % is set by controls: 0 for no effect and ±100 for the full control effect; potency is the fitted concentration of half-maximal effect.
SMILES,N370S GC,FEN1 inhibitor,TDP1 block
CCCN(CC(=O)Nc1ccccc1C)C(=O)C1CC(=O)N(c2ccc(CC)cc2)C1 (stereo unspecified),nt,-6%,-1%
CC(C)NC(=O)N(C)C[C@H]1Oc2ccc(NC(=O)CCC(F)(F)F)cc2C(=O)N([C@H](C)CO)C[C@@H]1C,nt,3%,1%
Cc1cc(=O)[nH]c(NN=C2C3CC4CC(C3)CC2C4)n1,?,-1%,0%
COc1cc2c(cc1OC)C(COc1ccc3c(C)cc(=O)oc3c1)N(C(=O)c1ccc(Cl)cc1)CC2 (stereo unspecified),nt,-14%,0%
CCN(CC)S(=O)(=O)c1ccc(C(=O)OCCN2C(=O)CCC2=O)cc1,5%,-5%,5%
CC(C)(C)C(=O)c1sc(Nc2ccccc2)nc1N,-3%,-17%,8%
O=[N+]([O-])c1ccc(O)c(Nc2c([N+](=O)[O-])ccc3nonc23)c1,?,-3%,nt
COc1cccc2c1c(NC(=O)Nc1ccc(F)cc1F)nn2C,11%,14%,0%
Cc1csc(NC(=O)Cc2nn(C)c(=O)c3ccccc23)n1,-7%,6%,4%
COc1ccc(CCC(=O)Nc2ccc(-c3noc(-c4ccc(OC)c(OC)c4)n3)cc2)cc1,-8%,5%,7%
CCN(CC(=O)Nc1ccc(N2CCOCC2)cc1)Cc1nc2ccccc2c(=O)[nH]1,-11%,6%,2%
CCOc1ccc(C(=O)Oc2c(Sc3ccccc3)c(C)nn2C(C)(C)C)cc1OCC,nt,-26%,3%
Cc1cc(=O)n2ncnc2n1COCCO,17%,0%,1%
O=C(O)C(O)C(O)(Cc1ccc(O)cc1)C(=O)O (stereo unspecified),2%,nt,-1%
O=C(C[C@@H]1C/C=C\C[C@@H](Cc2ccc(F)cc2)C(=O)OC[C@@H](Cc2ccccc2)NC1=O)N[C@H](CO)Cc1ccccc1,nt,-1%,0%
CC(=O)c1c(C)nc(Nc2nc3ccccc3s2)nc1C,0%,20%,1%
O=C(CCN1C(=O)COc2ccccc21)N1CCN(c2ccccn2)CC1,1%,-13%,5%
COc1ccc(C2/C=C\CN(Cc3ccco3)CC(=O)N2Cc2ccc(F)cc2)cc1 (stereo unspecified),-3%&8%,-16%&-14%,13%&4%
COc1ccc(Nc2cc(Cl)ccc2C(=O)O)cn1,-11%,-6%,-6%
CCN(CC)CCCC(C)n1c(-c2ccccc2)nc2c(N(CCOC)CCOC)nc(C)nc21 (stereo unspecified),-5%,nt,7%
O=C(CSc1nnc(-c2ccc(Cl)s2)o1)N1CCc2ccccc21,-15%,nt,2%
CN1C(=O)[C@@H]2[C@@H]3C[C@@H]([C@H]4ON=C(c5ccc(Cl)cc5Cl)[C@@H]34)[C@@H]2C1=O,14%,1%,0%
CC(=O)OCC1OC(C#Cc2ccc(C)cc2C)C=CC1OC(C)=O (stereo unspecified),3%[12.8 µM],nt,1%[21 µM]
Cc1ccc(-n2c(C)cc(C(=O)OCC(=O)N3CCOCC3)c2C)cc1,nt,-3%,5%
COc1ccccc1NC(=O)c1sc2nc(C)c(C(=O)Nc3ccc(C)cc3C)c(-c3cccs3)c2c1N,nt,-2%,-2%
O=C(Oc1cccc([N+](=O)[O-])c1)N1CCCCC1,-5%,-7%,3%
O=C(OCC(=O)N1CCOCC1)c1ccc(N2CCOCC2)c([N+](=O)[O-])c1,0%,-1%,0%
COc1cc2ccccc2cc1C(=O)N1CCN(c2nc3c(F)cc(F)cc3s2)CC1,nt,-15%,3%
NCC12CC3CC(CC(O)(C3)C1)C2,2%,-13%,0%
CCN1CCCC1CNCc1cc(OC)c(OC)c(OC)c1 (stereo unspecified),18%,0%,0%

# Compounds above with a Cl atom, in the order listed:
SMILES,N370S GC,FEN1 inhibitor,TDP1 block
COc1cc2c(cc1OC)C(COc1ccc3c(C)cc(=O)oc3c1)N(C(=O)c1ccc(Cl)cc1)CC2 (stereo unspecified),nt,-14%,0%
COc1ccc(Nc2cc(Cl)ccc2C(=O)O)cn1,-11%,-6%,-6%
O=C(CSc1nnc(-c2ccc(Cl)s2)o1)N1CCc2ccccc21,-15%,nt,2%
CN1C(=O)[C@@H]2[C@@H]3C[C@@H]([C@H]4ON=C(c5ccc(Cl)cc5Cl)[C@@H]34)[C@@H]2C1=O,14%,1%,0%

# Next section.
SMILES,N370S GC,FEN1 inhibitor,TDP1 block
Cc1ccc2c(c1)N(C(=O)c1ccco1)C(C)(C)c1ssc(=S)c1-2,6%,1%,14%
O=C(COC(=O)c1ccc(O)cc1O)Nc1ccc2c(c1)OCCO2,nt,1%,2%
COc1ccc(NC(=S)N(CCO)Cc2cc3c(C)cc(C)cc3[nH]c2=O)cc1,-10%,-13%,1%
S=C(Nc1ccc(Cl)cc1Cl)Nn1cnnc1,2%,15%,-1%
O=C(Nc1cccc(Cl)c1Cl)c1ccccc1OCC(=O)N1CCOCC1,1%,9%,3%
Cc1cccc2sc(NC(=O)c3ccc(Cl)s3)nc12,-7%,-1%,4%
Cc1ccc(-n2nc3c(=O)n(CC(=O)Nc4ccccc4F)nc(C)c3c2C)c(C)c1,nt,-10%,-8%
COc1c(Br)cc([N+](=O)[O-])c(OC)c1C(=O)NC(=O)Nc1nc(C)cc(C)n1,10%,-14%,8%
CC(C)(C)c1ccc(C2C(C(=O)c3ccco3)=C(O)C(=O)N2CC2CCCO2)cc1 (stereo unspecified),-7%,-2%,12%
COc1ccc(-n2c(CC3C(=O)Nc4ccc(C)cc43)nc3ccccc3c2=O)cc1 (stereo unspecified),nt,7%,5%
Nc1nc2[nH]c(=O)c(=O)[nH]c2c(=O)[nH]1,-6%,nt,11%[56.1 µM]
COc1cc(OC)cc(C(=O)Nc2c(F)cccc2F)c1,10%,0%,5%
COc1ccc(C(=O)NC(=S)NNC(=O)c2ccncc2)cc1Br,nt,-14%,5%
C/C(N)=C(/C#N)C(=O)COC(=O)c1oc2ccccc2c1COC(C)C,-7%,1%,2%
CCCNC(=O)c1c(O)c2c([nH]c1=O)CCCC2,10%,3%,6%
N#Cc1cnn(-c2cccc(Cl)c2)c1-n1cccc1,7%,-2%,3%
CCN(CC)S(=O)(=O)c1cccc(C(=O)Nc2ccc(C#N)cc2)c1,3%,-8%,0%
O=C(CNS(=O)(=O)Cc1ccccc1)NCc1ccccc1,-2%,0%,nt
CC(OC(=O)c1oc2ccccc2c1CSC1CCCCC1)C(=O)NC(N)=O (stereo unspecified),-2%,1%,-1%
O=[N+]([O-])c1ccc(Nc2ccccc2O)c2nonc12,-8%,17%,nt
O=C(CCC1COc2ccccc2O1)NC1CCCCC1 (stereo unspecified),0%,-3%,2%
Cc1c(/C=N/O)c2ccccn2c1C(=O)c1ccc(F)cc1,-9%,-2%,nt
O=C(C1=C[C@@H](C2CC2)C[C@@H](OCCCCO)O1)N1CCOCC1,-9%,-2%,3%
Cc1cc(Cl)ccc1NC(=O)/C=N/O,-12%,20%,-1%
COc1cc(NS(=O)(=O)c2ccc(NC(=O)/C(=C\c3ccccc3OC)NC(=O)c3ccccc3)cc2)nc(OC)n1,2%,3%,3%
CCOC(=O)C(NCc1ccc(OC)cc1)(NC(C)=O)C(F)(F)F (stereo unspecified),1%,-4%,0%
Nc1c(Cl)ncnc1NCCO,-7%&-17%,-9%,9%
COc1ccc(-c2nc(-c3ccc(Br)cc3)no2)c(OC)c1,10%,0%,4%
CCOC(=O)c1ccc(NC(=O)CN(c2ccc(C)cc2)S(=O)(=O)c2c(C)nn(C)c2C)cc1,-2%,-12%,-2%
O=C1c2ccccc2NC(c2cccc(Cl)c2)N1N=C1CCCCCC1 (stereo unspecified),5%,-1%,3%

# Profiles, quoted from the list. Values in the order: N370S GC	FEN1 inhibitor	TDP1 block
# Listed for Cc1ccc(-n2nc3c(=O)n(CC(=O)Nc4ccccc4F)nc(C)c3c2C)c(C)c1 : nt	-10%	-8%
# Listed for COc1ccc(CCC(=O)Nc2ccc(-c3noc(-c4ccc(OC)c(OC)c4)n3)cc2)cc1 : -8%	5%	7%
# Listed for C/C(N)=C(/C#N)C(=O)COC(=O)c1oc2ccccc2c1COC(C)C : -7%	1%	2%
# Listed for COc1cc2c(cc1OC)C(COc1ccc3c(C)cc(=O)oc3c1)N(C(=O)c1ccc(Cl)cc1)CC2 (stereo unspecified) : nt	-14%	0%
# Listed for S=C(Nc1ccc(Cl)cc1Cl)Nn1cnnc1 : 2%	15%	-1%

# Carrying on:
SMILES,N370S GC,FEN1 inhibitor,TDP1 block
CCN1CCN(S(=O)(=O)c2ccc(Cl)c(C(=O)N(CC)Cc3ccccc3)c2)CC1,-6%,-3%,1%
Cc1cc(C)c(C#N)c(SCc2ccc3c(c2)OCO3)n1,-21%,14%,-8%
O=C(O)c1cc(N/N=C/c2ccc3c(c2)OCCO3)ccc1Cl,-13%,3%,0%
CCNC(=O)CSc1nnc(CN2CCCCCC2=O)n1-c1ccccn1,nt,3%,-11%
CCCCN(C)C(=O)c1nc2ccccn2c1CN1CCN(c2ccccn2)CC1,-6%,5%,6%
COc1cccc(-c2nc(CS(=O)(=O)CC(=O)N3CCN(c4ccccn4)CC3)c(C)o2)c1,-1%,-16%,1%
CN(CCOc1ccccc1)C(=O)C1CCC(=O)N(CCCN2CCOCC2)C1 (stereo unspecified),1%,-5%,5%
COCCN(C(=O)COC(=O)CSc1ccc(Cl)cc1)c1c(N)n(CC(C)C)c(=O)[nH]c1=O,1%,8%,2%
Cc1c(CN(C)CCc2ccccc2)c(=O)n(-c2ccccc2)n1C,10%[2.35 µM],-18%,-5%
COc1ccccc1-c1cn[nH]c1-c1ccc(OCc2ccc([N+](=O)[O-])cc2)cc1O,0%,0%,nt
CC1C/C(=C\c2ccccc2[N+](=O)[O-])c2nc3ccccc3c(C(=O)O)c2C1 (stereo unspecified),6%,-3%,4%
CCOC(=O)/C=c1\s/c(=C\c2ccc3cc(OC)ccc3c2)c(=O)n1CC(=O)NCC1CCCO1 (stereo unspecified),7%,-12%,-2%
CCCc1nc(C)cc(N2CCN(c3ccccc3)CC2)n1,-10%,-2%,nt
CCOc1ccccc1NC(=O)C1CCCN(S(=O)(=O)c2ccc3c(c2)CCCN3C(C)=O)C1 (stereo unspecified),nt,16%,3%
COC(=O)[C@@H]1C[C@@]2(O)[C@@H](O)[C@@H](O)[C@@H](O)C[C@H]2N1Cc1ccc(C(C)(C)C)cc1,-1%,nt,0%
Cc1ccc(NS(=O)(=O)c2ccc(C(=O)NCc3ccccn3)cc2)cc1,-20%,2%,2%
COc1ccc(C(CNC(=O)Cc2ccc3ccccc3c2)N(C)C)cc1 (stereo unspecified),-11%,-9%,nt
CCOc1ccc2[nH]c(=O)c(CN(CCCO)C(C)=O)cc2c1,3%,-12%,0%
Cc1cc(C(=O)NNC(=O)c2c(-c3c(Cl)cccc3Cl)noc2C)no1,-2%,0%,4%
Cn1c(=O)c2c(-c3ccccc3)n(CCCN3CCOCC3)cc2n(C)c1=O,-12%,5%,5%
CCCN(CCC)CCCNC(=O)c1nn(-c2cccc(OC)c2)c(=O)c2ccccc12,17%,6%,-1%
CCCCC(=O)OCc1nc2ccccc2s1,10%,-3%,3%
CCN(CCCNC(=O)c1cc2c(=O)n(CC)c3ccccc3c2s1)c1ccccc1,nt,-14%,6%
COc1ccc(NC(=O)c2ccccc2S(=O)c2ccccc2C#N)cc1 (stereo unspecified),4%,-18%,-3%
O=C(Nc1ccccc1C(=O)N/N=C/c1ccco1)c1ccc(F)cc1,0%,-5%,1%
CCC1=Nc2cc(C(=O)NCCc3ccc(OC)c(OC)c3)ccc2Sc2ccccc21,nt,4%,8%
CCCCCCCCNc1ccccc1S(=O)(=O)NCc1ccccc1,nt,-21%,-15%[56.1 µM]
CCOC(=O)c1c(C)n(-c2ccccc2)c2ccc(O)cc12,9%,2%,6%
Cc1nnc(NC(=O)CSCc2c(C)noc2C)s1,2%,6%,nt
CCOC(=O)/C(C(N)=NCC(C)C)=C(/O)c1ccccc1,19%,-2%,0%
COc1cccc(Cn2c(=O)n(-c3cc(C)cc(C)c3)c(=O)c3oc4ccccc4c32)c1,nt,16%,5%
COc1ccc(S(=O)(=O)c2ccc(OCC3CO3)cc2)cc1 (stereo unspecified),16%,-5%,6%
COc1ccccc1CN1C[C@@H]2C[C@@H](C3=Cc4cc(Cl)ccc4OC3)N3CCC[C@@]23C1=O,7%,6%,nt
Cc1ccc(S(=O)(=O)NC2CCCc3ccccc32)cc1C (stereo unspecified),19%,-19%,-1%
CCOC(=O)CCCNC(=O)N1CCc2nc(-c3ccc(OC)cc3C)c3c(c2C1)CO[C@@H](c1ccccc1)C3,-8%[12.8 µM],nt,4%[12.3 µM]
O=C(C1CCN(c2nc(-c3ccccc3)nc3c2CCC3)CC1)N1CCC(O)CC1,-9%,0%,2%
COc1cccc(-n2c(SCC(=O)N3CCc4ccccc43)nc3c([nH]c4ccccc43)c2=O)c1,nt,-3%,4%
